Source: PubChem BioAssay (National Center for Advancing Translational Sciences (NCATS))
GAA glycogen: qHTS Assay for Inhibitors and Activators of Human alpha-Glucosidase Cleavage of Glycogen | Lysosomal alpha-glucosidase (Homo sapiens), P10253 | recombinant GAA, glycogen substrate, Amplex Red glucose oxidase fluorescence | Potency, µM (series often up to 76.4 µM), inactives show at the highest dose activity change, negative = inhibition, most hits filed as inhibitors | hit rate 0.38% among 300,000;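 further: 0% = full enzyme reaction and -100% = no-enzyme basal signal; the screen sought inhibitors and activators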
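qHTS, 1536-well; enzyme 4 nM final; cpd up to 77 uM; substrate bovine liver glycogen 30 ug; 50 mM citrate/phosphate pH 5.0, 0.01% Tween-20; 37 C, 40 min; Amplex Red detection 45 min RT; Hill fit → AC50.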
HTT cytoprotect: qHTS Multiplex Assay to Identify Dual Action Probes in a Cell Model of Huntington: Cytoprotection (ATP). AID 1471, 2008. hit rate 0.14% among 230,000. Potency, µM (doses to about 56.4 µM), without a hit: cytoprotection (ATP increase), usual class: activators. PC12 HTT-Q103 induced, cytoprotection, ATP luminescence, 40 h;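 further: % of control where 0% means no effect; nearly all actives have a fitted effect of over 45% in size; toxic huntingtin expression switched on by the ecdysone agonist tebufenozide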
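ATP quantification (ATPlite) reports survival of PC12 cells in which tebufenozide, 100 nM final, switches on Htt exon 1 with 103 glutamines linked to GFP; compounds are titrated.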
GAA inhib: qHTS Assay for Inhibitors of Human alpha-Glucosidase as a Potential Chaperone Treatment of Pompe Disease; Lysosomal alpha-glucosidase (Homo sapiens), P10253; purified human GAA, 4-MU-alpha-glucoside fluorescence; hit rate 0.005% among 200,000; Potency, µM (doses to about 76.9 µM), for the others: at the top dose activity change, negative = inhibition, actives largely listed as inhibitors;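 further: plate controls were uninhibited enzyme wells for no effect and no-enzyme background for full effect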
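Enzyme (4 nM final) mixed with compound (up to 77 uM), then 4-MU-alpha-D-pyranoside (400 uM final) added; 20 min at room temperature, pH 5.0. Reaction stopped at pH 10, fluorescence read, AC50 derived by Hill fit.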
GAA spleen mod: qHTS Assay for Inhibitors and Activators of Human alpha-Glucosidase From Spleen Homogenate; human spleen homogenate, 4-MU-alpha-glucoside fluorescence; AID 2112, 2009; Potency, µM (top dose mostly 79.9 µM), inactives show at the top dose activity change, negative = inhibition, hits mostly inhibitors; hit rate 0.006% among 240,000;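 further: 0% = enzyme with vehicle and -100% = no enzyme basal signal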
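Enzyme source: human spleen homogenate, 1 ug/well. Buffer 50 mM citric acid/K phosphate pH 5.0, 0.01% Tween-20. 4-MU-alpha-glucoside 1 mM; 37 C x 40 min; NaOH/glycine stop; fluorescence.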
GoLoco inh red: qHTS Assay for Inhibitors of RGS12 GoLoco Motif Activity (Red Fluorophore); Gai1:RGS12 GoLoco peptide FP, rhodamine, 10 min; hit rate 0.44% among 230,000; Potency, µM (highest dose often 61.6 µM), for inactives: at the top dose activity, negative = inhibition, actives largely listed as inhibitors; Guanine nucleotide-binding protein G(i) subunit alpha-1 (Homo sapiens), P63096; active means well fitted inhibition curve with a large enough effect, not every such curve was filed as active; inactive means no such curve, though single readings can be large or run the other way; further: on the % scale 0 is the no-effect control and ±100 the full control effect; nearly all actives have a fitted effect of over 30% in size; many of its hits are not listed in these tables
Target sequence (P63096 whole entry, looked up): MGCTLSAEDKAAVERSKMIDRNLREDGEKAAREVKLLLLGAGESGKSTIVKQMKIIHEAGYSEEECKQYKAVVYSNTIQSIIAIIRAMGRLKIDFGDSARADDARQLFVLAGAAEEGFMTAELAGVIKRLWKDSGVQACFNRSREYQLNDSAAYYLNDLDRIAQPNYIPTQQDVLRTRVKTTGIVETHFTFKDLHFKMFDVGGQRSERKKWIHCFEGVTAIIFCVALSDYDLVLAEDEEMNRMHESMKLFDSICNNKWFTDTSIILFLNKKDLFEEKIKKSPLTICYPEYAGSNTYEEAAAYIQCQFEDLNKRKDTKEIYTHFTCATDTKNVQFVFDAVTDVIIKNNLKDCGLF
IMPase Li cell: qHTS Assay for Identifying the Cell-Membrane Permeable IMPase Inhibitors: Potentiation with Lithium; CHO-M1 cells, IP1 TR-FRET (IP-One), carbachol + lithium; Potency, µM (top dose mostly 59.4 µM), for the others: top-dose activity, negative = IMPase inhibition, most hits filed as inhibitors; hit rate 0.35% among 210,000;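 further: IP1 builds up when IMPase is blocked and the TR-FRET signal falls; plate controls were basal vehicle for no effect and high inhibitor control for full effect; nearly all actives have a fitted effect of over 50% in size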
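IP1 accumulation measured by competitive TR-FRET in lysed CHO-M1 cells after 30 min compound exposure at 37C, with a small lithium addition to potentiate weak responses. Hill-equation AC50 from ratio and donor-channel data.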
HttQ103 aggreg: qHTS Multiplex Assay to Identify Dual Action Probes in a Cell Model of Huntington: Aggregate Formation (GFP) | PC12 HttQ103-GFP aggregates, Acumen cytometry, 40 h | Potency, µM (highest dose often 46.1 µM), for the others: top-dose activity change, negative = inhibition, hits mostly inhibitors | hit rate 1.1% among 220,000; further: on the % scale 0 is the no-effect control and ±100 the full control effect; nearly all actives have a fitted effect of over 60% in size
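Compounds (qHTS titration) were added to PC12 cells expressing an ecdysone-driven HTT exon 1 Q103–GFP fusion after induction with 100 nM tebufenozide. Aggregate formation was measured as GFP objects in cell lysates.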
* hit, by the source's call; ? = inconclusive; · = no result given; [ ] = remark or other dose. Unless noted, the call rests on the fitted dose curve; in most records, active means well fitted curve in the direction sought with a large enough effect; inconclusive means small, poorly fitted or top-dose-only effect, or another doubt; inactive means no such curve, though single readings can be large; an effect the other way counts as inactive or inconclusive. Potency means the concentration at half of the fitted maximal effect. A portion of the library, so the mix of outcomes need not match the whole.

[1] COc1cc(NC(=O)C(=O)Nc2ccc3nc4n(c(=O)c3c2)CCCCC4)cc(OC)c1OC
[2] Cc1cc(NC2CCCCC2)nc(N2CCOCC2)n1
[3] COc1ccc(Nc2ncnc3c2cnn3Cc2ccc(C)cc2)cc1
[4] Cc1nc2ccccc2c(=O)n1NC(=O)c1cccc([N+](=O)[O-])c1
[5] O=S1(=O)N=C(Nc2ccc(S(=O)(=O)N3CCCCC3)cc2)c2ccccc21
[6] CCn1c2ccccc2c2cc(NC(=O)Cc3ccc(S(=O)(=O)N4CCOCC4)s3)ccc21
[7] O=C(O)C(c1ccccc1)N1CCCC1 (stereo not drawn)
[8] CCOC(=O)C(C)Sc1ccc2nnc(CCNS(=O)(=O)c3ccccc3)n2n1 (stereo not drawn)
Assay by compound	1	2	3	4	5	6	7	8
GAA glycogen	15%	13%	0%	6%	-12%	-8%	2%	0%
HTT cytoprotect	-17%[10 µM]	-8%	-10%	-15%	-4%	-20%	0%[10 µM]	-15%
GAA inhib	·	8%	-2%	-5%	?	?	-5%	-8%
GAA spleen mod	-1%	-2%	-2%	·	-2%	-16%	3%	3%
GoLoco inh red	4%	-6%	6%	-8%	2%	-13%	8%	3%
IMPase Li cell	·	-4%[38.3 µM]	23%[38.3 µM]	-19%	2%[38.3 µM]	7%[38.3 µM]	3%	4%
HttQ103 aggreg	-17%[9.22 µM]	-4%	-24%	-4%	-4%	-2%	4%	7%

Exported with values under each structure: entries from further up
Each structure is followed by: GAA glycogen	HTT cytoprotect	GAA inhib	GAA spleen mod	GoLoco inh red	IMPase Li cell	HttQ103 aggreg
3. COc1ccc(Nc2ncnc3c2cnn3Cc2ccc(C)cc2)cc1
  0%	-10%	-2%	-2%	6%	23%[38.3 µM]	-24%
4. Cc1nc2ccccc2c(=O)n1NC(=O)c1cccc([N+](=O)[O-])c1
  6%	-15%	-5%	·	-8%	-19%	-4%
5. O=S1(=O)N=C(Nc2ccc(S(=O)(=O)N3CCCCC3)cc2)c2ccccc21
  -12%	-4%	?	-2%	2%	2%[38.3 µM]	-4%

Remaining list, next part
[9] C=CCn1c(=O)c2c(nc3n2CC(C)CN3c2cccc(OC)c2)n(C)c1=O (stereo not drawn)
[10] Cc1ccc(NCc2nnc(SCC#N)o2)c(C)c1
[11] Cc1csc(SCC(=O)Nc2sc3c(c2C#N)CCC3)n1
[12] O=C1CCCc2ccccc2N1Cc1ccccc1
[13] O=C(Cn1cnc2c(nnn2-c2ccccc2)c1=O)NCc1ccco1
[14] COc1ccc(C(=S)N2CCN(c3ccccc3Cl)CC2)cc1OC
[15] Cc1ccccc1/C=C/c1nc2ccccc2c(=O)n1Cc1ccccc1
[16] O=C(C1CCN(S(=O)(=O)N2CCCCC2)CC1)N1CCCCC1
Assay by compound	9	10	11	12	13	14	15	16
GAA glycogen	-7%	-8%	1%	-22%	0%	-6%	1%	-2%
HTT cytoprotect	-18%	18%[10 µM]	-6%	-9%	12%[10 µM]	6%[10 µM]	-25%[10 µM]	·
GAA inhib	-1%	3%	-8%	-1%	-1%	·	-9%	-5%
GAA spleen mod	-6%	-3%	-7%	-4%	-10%	-1%	10%	4%
GoLoco inh red	14%	2%	39%[activator]	8%	6%	-23%	10%	-14%
IMPase Li cell	-14%[38.3 µM]	6%	8%[38.3 µM]	17%	15%[38.3 µM]	·	8%	-4%
HttQ103 aggreg	-6%	-1%	8%	6%	-11%	8%[9.22 µM]	18%	5%

[17] CN(CC(=O)O/N=C(\N)c1ccc([N+](=O)[O-])cc1)S(=O)(=O)c1ccccc1
[18] COC(=O)CC(NS(=O)(=O)c1cccs1)c1ccccc1Cl (stereo not drawn)
[19] CC(N=Cc1cccc(O)c1O)c1ccccc1 (stereo not drawn)
[20] CC1CCN(S(=O)(=O)c2ccc3[nH]c(=O)cc(C(=O)O)c3c2)CC1
[21] CN(C)C(CNc1ncnc2sccc12)c1ccccc1 (stereo not drawn)
[22] CCN(CC(=O)Nc1ccc(NC(C)=O)cc1)CC(=O)Nc1ccc(F)c(Cl)c1
[23] CC1(C)CC(NC(=O)C(F)(F)F)CC(C)(C)N1OC(=O)c1ccco1
[24] CCN(N=O)[C@@H](Cc1ccccc1)CN(N=O)[C@@H](Cc1ccccc1)CN(C)N=O
Assay by compound	17	18	19	20	21	22	23	24
GAA glycogen	2%	-1%	?	-8%	-4%	-11%	2%	-3%
HTT cytoprotect	9%	-15%[10 µM]	0%	-7%	-6%[10 µM]	9%	31%	20%[10 µM]
GAA inhib	-14%	7%	?	2%	0%	-18%	-3%	·
GAA spleen mod	4%	3%	-4%	-2%	-2%	9%	-10%	5%
GoLoco inh red	5%	-24%	61%[activator]	2%	14%	-12%	2%	-3%
IMPase Li cell	36%[38.3 µM]	45%[activator][38.3 µM]	45%[activator][38.3 µM]	22%[38.3 µM]	26%	-8%	10%[38.3 µM]	9%
HttQ103 aggreg	-16%	-8%	27%	?	25%	0%	-7%	16%[9.22 µM]

New compounds follow
#	SMILES	GAA glycogen	HTT cytoprotect	GAA inhib	GAA spleen mod	GoLoco inh red	IMPase Li cell	HttQ103 aggreg
25	CN(C)N=C1c2cc(S(=O)(=O)N3CCOCC3)ccc2-c2ccc(S(=O)(=O)N3CCOCC3)cc21	-11%	6%[10 µM]	·	?	5%	12%	-16%
26	CCOC(=O)c1nnn2c1nc(N1CCCCC1)c1ccccc12	4%	-7%[10 µM]	·	6%	1%	·	18%[9.22 µM]
27	CCN(CC)C(=O)COc1ccc(CC(=O)O)cc1OC	3%	-14%	-11%	5%	8%	5%[38.3 µM]	-14%
28	Cc1ccc(CNC(=O)COc2ccc(C)nc2[N+](=O)[O-])cc1	-9%	8%[10 µM]	2%	-3%	-5%	-5%	-8%
29	COc1cccc(C(=O)Cn2c(=O)n(CCC(=O)NCC3CCCO3)c(=O)c3cc(OC)c(OC)cc32)c1 (stereo not drawn)	0%	-11%	-4%	5%	3%	-2%	13%
30	CCCOc1ccc(Br)cc1/C=N/O	-4%	7%	5%	-7%	-4%	6%[38.3 µM]	-13%
31	S=C(NCc1ccco1)N1CCN(Cc2ccc(Cl)cc2Cl)CC1	-9%	-67%[inhibitor]	1%	-10%	8%	0%[38.3 µM]	-16%
32	CC(=O)n1cc([C@H]2C=C(C(=O)N3CCOCC3)O[C@@H](OCc3ccc(CO)cc3)C2)c2ccccc21	1%	1%[10 µM]	·	-4%	4%	5%	11%[9.22 µM]
33	Cc1cc(C)c(NC(=O)C(C)c2cccc(C(=O)c3ccccc3)c2)c(C)c1 (stereo not drawn)	0%	-45%[inhibitor]	-13%	-7%	8%	13%[38.3 µM]	-17%
34	CCn1c(SCC(=O)NCc2ccc(F)cc2)nc2c(c1=O)SC(C)C2 (stereo not drawn)	11%	3%	2%	-6%	10%	9%	13%
35	O=S1(=O)CCN(OCc2ccc(F)cc2Cl)CC1	-4%	-2%	0%	·	3%	-5%	15%
36	CC(Cc1cccs1)NC(=O)c1cccs1 (stereo not drawn)	-11%	-10%	-2%	5%	8%	5%	13%
37	C=CCN(C(=O)c1ccccc1)c1ccc(OC)cc1	2%	-18%	-2%	-7%	8%	11%[38.3 µM]	9%
38	COC(=O)c1ccc(/C=N/N2CCN(Cc3ccc(Cl)cc3)CC2)cc1	3%	33%[10 µM]	·	-3%	-6%	·	15%[9.22 µM]
39	Cc1cc(OC(=O)c2ccco2)c2c(C)cc(=O)oc2c1	4%	-43%[inhibitor]	9%	-3%	6%	-8%[38.3 µM]	-8%
40	COC(=O)c1[nH]c2cc(OC)ccc2c1NC(=O)CCN1CCSCC1	8%	-25%	-1%	-8%	-31%	-3%[38.3 µM]	3%
41	O=C(CN1CCN(c2ccccc2)CC1)N/N=C/c1cccc(F)c1	-12%	31%[10 µM]	-3%	-1%	9%	1%	-11%
42	COc1ccc(C(=O)CCC(=O)N2CCN(c3ccc(N4CCOCC4)nn3)CC2)cc1	16%	-17%	7%	0%	-10%	-16%[38.3 µM]	14%
43	COc1ccc(-n2cc(CN(C)Cc3n[nH]c(=O)[nH]3)c(-c3cccc(F)c3)n2)cc1	6%	-6%[10 µM]	0%	1%	11%	5%	8%[9.22 µM]
44	CCC/C=C(\CCC)C(NC(=O)c1cccs1)c1ccc(C(F)(F)F)cc1 (stereo not drawn)	·	-36%[inhibitor]	·	1%	10%	6%	·
45	CCN(CC)S(=O)(=O)c1cc(C(=O)Nc2ccccc2C(=O)O)ccc1OC	6%	-43%[inhibitor]	?	-7%	11%	-15%[38.3 µM]	0%
46	COc1ccc(CCNC(=O)Cn2cnc3c(cnn3-c3ccccc3Cl)c2=O)cc1OC	2%	-13%[10 µM]	3%	5%	-1%	-6%[38.3 µM]	-6%
47	CCN(CC)C(=O)NC(c1ccc(C)c(F)c1)C(Cl)(Cl)Cl (stereo not drawn)	13%	15%[10 µM]	-2%	-4%	3%	11%	1%
48	COC(C[C@H](O)C[C@H](O)[C@H](C)OCc1ccccc1)OC	0%	7%[10 µM]	·	-1%	5%	·	35%[9.22 µM]
49	CCOc1ccc(N(CC(N)=O)S(=O)(=O)c2ccc(F)cc2)cc1	3%	-9%[0.074 µM]	-23%	-3%	-4%	26%[38.3 µM]	?
50	COc1ccccc1N1C(=O)CSC1=NC(=O)c1ccccc1	-8%	14%[10 µM]	-21%	1%	13%	·	5%[9.22 µM]
51	COc1ccccc1NC(=O)Cc1noc(CSc2cccc[n+]2[O-])n1	-2%	-1%	-4%	-7%	2%	19%[38.3 µM]	0%
52	CCOC(=O)N1CCC(Nc2c(NCCCN(CC)c3cccc(C)c3)c(=O)c2=O)CC1	16%	-16%	-4%	6%	2%	8%[38.3 µM]	-3%
53	O=c1[nH]c(Cc2ccc(F)cc2)nc2scc(-c3ccc(F)cc3)c12	-9%	3%[0.074 µM]	-8%	0%	-3%	-20%	7%
54	COCCCn1c2nc3ccccc3nc2c2c(=O)n(Cc3cccs3)cnc21	6%	8%	2%	-11%	0%	-17%[38.3 µM]	4%
55	COc1cccc(CN2CCN(Cc3cccn3-c3cccnc3)CC2CCO)c1 (stereo not drawn)	22%	-1%[10 µM]	10%	7%	16%	12%	-5%[9.22 µM]
